# Screening results from PubChem BioAssay.
# S2 tox: viability counter-screen for ATXN expression inhibitors; 400,000 tested, 0.49% active; AID 651635; S2 cells (HEK-293 line with an ATXN2-luciferase reporter) viability, CellTiter-Fluor protease fluorescence, 24 h; Potency, µM (highest dose often 56.7 µM), usual class: cytotoxic; note: potency is the fitted concentration of half-maximal effect; nearly all actives have a fitted effect of over 40% in size
# Nrf2 inh: blocks Nrf2 signaling; A549 ARE-Fluc reporter, luciferase luminescence, 18-24 h; Potency, µM (doses to about 46 µM), for inactives: top-dose activity change, negative = inhibition, hits mostly inhibitors; 360,000 tested, 2.1% active; note: potency is the fitted concentration of half-maximal effect; % is set by controls: 0 for no effect and ±100 for the full control effect; nearly all actives have a fitted effect of over 60% in size
#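 Nrf2 activity is the BugLite luminescence, read 15 min after reagent at room temperature, following CellTiter-Fluor cytotoxicity readout (30 min, 37C). Compound titrations were applied for 18-24 h to 5000 A549 ARE_Fluc cells/well in 5% FBS OPTI-MEM.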
# Nrf2 ARE act: activators of Nrf2 (ARE) signaling. AREc32 ARE-luciferase reporter (MCF7-derived line), luminescence, 24 h. Potency, µM (highest dose often 46.1 µM), inactives show at the highest dose activation, usual class: activators. 410,000 tested, 0.31% active; note: potency is the fitted concentration of half-maximal effect; % of control where 0% means no effect; nearly all actives have a fitted effect of over 65% in size
#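 AREc32_Fluc, 1000 cells/well, OPTI-MEM + 5% FBS, o/n 37 deg C 5% CO2; 23 nL cpd by pin tool, 24 hr; Steady-Glo 30 min RT, luminescence.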
# MmCpn inh: blocks the Methanococcus maripaludis chaperonin Mm-Cpn. purified Mm-Cpn ATPase, ADP Transcreener TR-FRET. 330,000 tested, 0.031% active. Potency, µM (titrated, usually from 76.9 µM), for the others: top-dose activity, negative = inhibition, most hits filed as inhibitors; note: potency is the fitted concentration of half-maximal effect; % is set by controls: 0 for no effect and ±100 for the full control effect; nearly all actives have a fitted effect of over 80% in size
#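 Purified archaeal chaperonin (25 nM final) was preincubated with compound for 10 min at 37°C, then ATP (10 uM final) was added for 30 min at 37°C in Tris pH 7.4/KCl/MgCl2/DTT buffer. ADP was quantified by HTRF Transcreener TR-FRET.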
# HepG2 tox: HepG2 cytotoxicity, counter-screen for TGF-b inhibitors. HepG2 CAGA-GFP viability, ATP luminescence, 18 h. Potency, µM (doses to about 46.1 µM), inactives show top-dose activity change, negative = cytotoxicity, hits mostly cytotoxic. 410,000 tested, 0.76% active. AID 588856; note: potency is the fitted concentration of half-maximal effect; some results filed as inactive show a strong effect at the top dose
#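 CellTiter-Glo luminescence gave cytotoxicity after 18 hours at 37 degrees C. The cells were HepG2 CAGA-GFP in 1% FBS DMEM, stimulated with 500 pg/mL TGF-beta after compound addition. %Activity was normalised to no-cell wells (complete cell-killing) and DMSO (no toxicity), and curves were fitted and classified.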
# pAkt inh: inhibitors of Akt phosphorylation. Neuro2A IGF-stimulated pAkt S473 HTRF, 20 min; active compounds read low. activity change, % for hits at 50 µM. 360,000 tested, 0.32% active. AID 651550; in the data active = activity change below about -80%; inconclusive = mostly about -51% to -80%; note: % is set by controls: 0 for no effect and ±100 for the full control effect
#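 Neuro2A cells in DMEM with 0.5% FBS, overnight at 37 deg C, given compound at single 50 µM final, then IGF (6 nM final) for 20 min at 37 deg C. Lysed; phospho-Akt Ser473 by HTRF after 24 h, 665/615 ratio.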
# CCT modulator: cytosolic chaperonin activity modulation. purified chaperonin ATPase assay, HTRF ADP detection, 30 min. activity change, % (no concentration beside the values), hits read low. 360,000 tested, 0.3% active. AID 651819; in the data active = activity change below about -30%; note: % is set by controls: 0 for no effect and ±100 for the full control effect
#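 First, chaperonin was dispensed at 40 nM or 20 nM final depending on batch activity. Next, compounds were pinned at 76 uM and ATP added at 10 uM. After 30 min at 37 °C, ADP detection reagents ran 30 min at ambient temperature.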
# A549 tox: counter-screen for Nrf2 inhibitors: cytotoxicity in A549 cells; A549 ARE-Fluc cells, CellTiter-Fluor viability, 18-24 h; Potency, µM (series often up to 46 µM), without a hit: at the highest dose activity change, negative = cytotoxicity, actives largely listed as inhibitors; 390,000 tested, 0.16% active; AID 504648; note: potency is the fitted concentration of half-maximal effect; % is set by controls: 0 for no effect and ±100 for the full control effect
#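 A549 ARE-Fluc cells in 5% FBS OPTI-MEM, 5000 cells/well, rested 2 h then exposed to compounds in concentration-response for 18-24 h at 37 °C. Viability by CellTiter-Fluor fluorescence (Ex 405/Em 525) after 30 min; luciferase luminescence (BugLite, 15 min, RT) read afterwards.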
# TGFb SMAD3 inh: inhibitors of TGF-b signaling; Potency, µM (highest dose often 46.1 µM), inactives show top-dose activity, negative = inhibition, usual class: inhibitors; HepG2 CAGA-GFP TGF-b/SMAD3 reporter, GFP fluorescence, 18 h; TGF-beta stimulated, 500 pg/mL final; 410,000 tested, 1.2% active; note: potency is the fitted concentration of half-maximal effect; % is set by controls: 0 for no effect and ±100 for the full control effect; nearly all actives have a fitted effect of over 65% in size
#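 Smad-responsive CAGA-GFP expression was quantified in HEPG2 cells exposed to compounds and 500 pg/mL final TGF-beta for 18 h at 37 degrees C; unstimulated wells defined full inhibition.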
# An asterisk follows results filed as active; i = inactive; ? = inconclusive; · = not tested or not shown; & = joins results of further samples. Unless noted, calls come from the whole dose curve; as a rule, active = well fitted curve in the direction sought with a large enough effect; inconclusive = small, poorly fitted or top-dose-only effect, or another doubt; inactive = no such curve, though single readings can be large; an effect the other way counts as inactive or inconclusive.
SMILES,S2 tox,Nrf2 inh,Nrf2 ARE act,MmCpn inh,HepG2 tox,pAkt inh,CCT modulator,A549 tox,TGFb SMAD3 inh
CC(=O)N1CCN(C(=O)c2cc(C)nc3ccccc23)CC1,i,-7%,-0.7%,-2%,18%,i,0.0,8%,3%
COc1ccc(/C=C/C(=O)O)cc1S(=O)(=O)N1CCCc2ccccc21,i,-20%,1.5%,2%,-51%,i,-4.2,2%,0%
CC(=O)[C@@]1(O)Cc2c(O)c3c(c(O)c2[C@H](O[C@H]2C[C@H](N)[C@H](O)[C@H](C)O2)C1)C(=O)c1ccccc1C3=O,?,·,-1.9%,·,-131%,·,·,·,-44%
CCC(=O)Nc1ccc(N2CCN(C(=O)c3ccccc3C)CC2)cc1,i,-4%,-0.6%,2%,-4%,i,-26,-17%,-10%
COc1cc(N2CCCC2)ccc1C=O,i,8%,-0.3%,2%,-4%,i,-0.3,1%,7%
COc1ccc(-n2c(=O)c3sc4ccccc4c3n(Cc3ccccc3C)c2=O)cc1OC,?,-4%,-0.3%,·,-4%,·,·,4%,-18%
COc1ccc(OCC(=O)NNC(=O)Cc2coc3cc(OC)ccc23)cc1,i,4%,0.0%,-4%,0%,i,-2.9,-1%,13%
CC(=O)Nc1ccc(S(=O)(=O)N(C)CC(=O)OCC(=O)c2ccc[nH]2)cc1,i,-7%,0.4%,-2%,-12%,i,-4.8,-2%,-16%
COc1ccc(/C=C/c2nnc(NC(=O)CSc3ccc(C)cc3)s2)cc1,i,?,0.5%,1%,5%&-13%,i,7.5,3%&-10%,-9%&-1%
CC(CCc1ccccc1)NC(=O)c1ccc2nc(N3CCOCC3)sc2c1 (centres undefined),i,?,3.3%,1%,0%,i,-1.6,2%,11%
Cc1cccc(NC(=O)c2ccc(S(=O)(=O)N(C)C)cc2)c1,i,2%,0.3%,-1%,-7%,i,-2.5,0%,-3%
CN(C)C(=O)c1noc2cc([N+](=O)[O-])ccc12,i,-2%,-0.2%,-1%,-18%,i,-4.5,-2%,-4%
COc1ccc(/C=N/S(=O)(=O)c2ccccc2)cc1OC,i,10%,0.0%,-4%,4%,i,1.4,0%,1%
C[C@@H]1CN([C@@H](C)CO)C(=O)c2cc(-c3cccnc3)cnc2O[C@H]1CN(C)C(=O)c1cccc(F)c1,i,·,-0.4%,·,-13%,i,0.0,·,0%
COc1cc(/C=C/C(=O)c2ccc([N+](=O)[O-])o2)ccc1O,3.5µM*,19%,?,1%,-45%,i,1.3,?,1.1µM*
CC1(C)CC(=O)N(c2cc(Cl)cc(Cl)c2)C(=O)C1,i,-2%,0.2%,0%,0%,i,1.5,-3%,5%
CCOC(=O)C1CCCN(C(=O)Cn2ncc3c([nH]c4ccccc43)c2=O)C1 (centres undefined),?,?,3.4%&7.2%,3%,-15%&-24%,i,-0.9,-2%&8%,?
CC1CCCCC1NC(=O)COC(=O)c1ccc2c(c1)OCCO2 (centres undefined),i,-21%,-0.1%,2%,1%,i,-0.7,2%,-2%
Cc1ccc([C@@H]2[C@@H]3C(=O)N(C)C(=O)[C@@H]3[C@]3(C)C(=O)N(CCO)CC(=O)N23)o1,i,9%,0.4%,2%,-1%,i,2.5,-2%,7%
Cc1onc(-c2ccccc2Cl)c1C(=O)Nc1cccc(-c2cn3cccnc3n2)c1,i,-21%,-0.2%,-8%,0%,i,2.1,-7%,?
Cc1cc(C)cc(N2CC(C(=O)Nc3cc(C)on3)CC2=O)c1 (centres undefined),i,28%,-0.8%,-3%,-9%,i,2.1,1%,0%
O=C(CCN1C(=O)C2C3C=CC(C3)C2C1=O)N1CCCCC1 (centres undefined),i,-5%,-0.1%,-1%,27%,i,1.4,5%,-26%
O=C(CSc1nn(-c2ccccc2)c(=S)s1)Nc1ncccn1,i,-8%,0.0%,0%,0%,i,-1.5,1%,11%
O=C(O)CCCC(=O)OCc1c(-c2ccccc2)ncc2ccccc12,i,-29%,-0.4%,-3%,-4%,i,-0.2,-4%,-2%
ClCCn1cnc2c(SCc3ccccc3)ncnc21,i,?,0.0%,·,-9%,i,-1.4,-6%,-5%
O=C(c1ccc2c(=O)n3c(nc2c1)CCCCC3)N1CCN(c2ccccc2F)CC1,i,2%,2.5%,1%,-20%,i,-2.0,16%,-7%
N#C/C(=C/c1ccc(-c2ccc(C(=O)O)c(Cl)c2)o1)C(=O)NCC1CCCO1 (centres undefined),?,-1%,-0.7%,-2%,-13%,i,1.5,?,6%
CCCN(CC(=O)Nc1ccccc1C)C(=O)c1cccc(-n2cnnn2)c1,i,-7%,0.0%,1%,9%,i,-2.4,-5%,3%
COCCNC(=O)c1cc(-c2ccccc2)n(Cc2cc(C)no2)n1,i,-8%,-0.7%,0%,-23%,i,0.0,0%,-11%
CC1=NN(c2ccccc2)C(=O)/C1=C/c1ccc(Cl)cc1,i,-19%,0.7%,-6%,-1%,i,-4.0,0%,?
CC(C)(C)OC(=O)N1CCC(c2c(C(=O)NCc3ccc4c(c3)OCO4)cnn2-c2ccccc2Cl)CC1,·,?,0.9%,·,-35%,·,·,0%,?
Cc1cccn2c(=O)nc(SCC(=O)c3ccc(Cl)cc3)nc12,?,-21%,8.1%,-9%,-4%,i,0.3,-1%,?
CCN(CC)CCOC(=O)C(c1ccccc1)C1CCCCC1 (centres undefined),?,4%,0.4%,-5%,-36%,i,0.3,-3%,-21%
COC(=O)c1ccccc1NC(=O)CNC(=O)c1ccco1,i,·,-0.2%,2%,18%,i,1.6,15%,21%
CC(C)(C)c1ccc(/C=C(\C#N)C(=O)Nc2ccccn2)cc1,i,-9%,-1.8%,-4%,-10%,i,-0.3,-2%,-5%
CCOc1ccccc1NC(=O)COC(=O)c1cc[n+]([O-])cc1,i,-21%,0.0%,-1%,-12%,i,-0.6,0%,-3%
CC1CCc2nn(CC(=O)NCc3ccco3)cc2C1 (centres undefined),i,24%,2.5%,2%,1%,i,1.8,31%,-1%
COc1ccc(C)cc1NC(=O)N1CCCc2ccccc21,i,7%,2.8%,0%,-16%,i,-1.2,11%,-16%
COc1ccc(/C=C2\SC(=S)N(CCC(=O)NC3CCCC3)C2=O)cc1OC,i,?,0.4%,-1%,-40%,i,-0.4,-3%,-7%
C=CCn1c(CNC(=O)c2ccco2)nnc1SCC(=O)c1ccc(F)cc1,i,-19%,0.0%,-2%,10%,i,-1.6,2%,-4%

# Profiles, quoted from the list. Screens in order: S2 tox	Nrf2 inh	Nrf2 ARE act	MmCpn inh	HepG2 tox	pAkt inh	CCT modulator	A549 tox	TGFb SMAD3 inh
# `O=C(CCN1C(=O)C2C3C=CC(C3)C2C1=O)N1CCCCC1` (centres undefined) in the list: i	-5%	-0.1%	-1%	27%	i	1.4	5%	-26%
# `N#C/C(=C/c1ccc(-c2ccc(C(=O)O)c(Cl)c2)o1)C(=O)NCC1CCCO1` (centres undefined) in the list: ?	-1%	-0.7%	-2%	-13%	i	1.5	?	6%

# The list continues.
SMILES,S2 tox,Nrf2 inh,Nrf2 ARE act,MmCpn inh,HepG2 tox,pAkt inh,CCT modulator,A549 tox,TGFb SMAD3 inh
CCc1ccc(C(=O)Nc2cccc(-c3nn[nH]n3)c2)s1,i,8%,-0.9%,-1%,1%,i,-1.4,-8%,-4%
COc1cccc(-c2ccc3c(c2)N(Cc2cccc(F)c2)C(=O)C(C)S3)c1 (centres undefined),i,·,5.5%,·,-17%,i,0.9,·,-21%
Cc1ccc(N2CCN(C(=O)c3nn(C)c4c3CS(=O)(=O)c3ccccc3-4)CC2C)cc1 (centres undefined),?,10%&-5%,-0.1%&-0.4%,2%,-17%&-12%,i,-1.2,0%&-1%,?
Cc1ccc(CNc2ccc(-c3nc(C(C)C)no3)cc2[N+](=O)[O-])cc1,i,30%,0.4%,·,-14%,·,·,0%,8%
O=C(/C=C/c1ccco1)N1CCN(S(=O)(=O)c2cccs2)CC1,i,-9%,5.7%,-2%,-4%,i,-2.4,-6%,-9%
COc1ccccc1-n1c(SCC(=O)Nc2ccccc2F)nc2[nH]ncc2c1=O,i,·,-0.3%,7%,-14%,i,-2.4,6%,5%
CCn1nnc2cc(C(=O)Nc3cc(C)ccc3C)ccc21,i,?,-1.0%,·,6%,·,·,7%,5%
CCn1cc(C(=O)OCC(=O)Nc2ccc(C)c(Cl)c2)c(=O)c2ccc(C)nc21,·,0%,-0.4%,·,-39%,·,·,0%,-1%
COc1ccc(/C=N\NC(=O)c2ccc(-c3ccccc3)cc2)c(OC)c1OC,i,3%,0.1%,4%,-20%,i,-0.2,10%,0%
CCOC(=O)c1c(NC(=S)NC)sc2c1CCCC2,?,-19%,-0.9%,-2%,-17%,i,-2.7,-6%,1%
CN1C(C)(C)CC(NC(=O)CCC(=O)NC2CC(C)(C)N(C)C(C)(C)C2)CC1(C)C,i,-1%,-0.3%,·,1%,i,-2.4,-12%,-7%
C/C(=N\NC(=O)CNC(=O)c1ccc(F)cc1)c1ccco1,i,-28%,22%,-1%,4%,·,2.6,-18%,-4%
Cc1ccc(C(=O)N/C(=C/c2ccc(-c3cc(C(F)(F)F)ccc3Cl)o2)C(=O)NCc2cccnc2)cc1,i,?,3.3%,-3%,0%,i,0.9,-14%,13µM*
Cc1cc2nc(-c3ccc(SCC(=O)Nc4ccc(S(=O)(=O)N5CCCC5)cc4)nc3)[nH]c2cc1C,i,?,0.4%,?,-44%,i,-0.8,-7%,-13%
CSc1ccc(CCNC(=O)c2cccc3c2C(=O)N(C2CCCCC2)C3)cc1,i,?,1.9%,0%,3%,i,-1.1,?,?
O=C(CNC(=O)c1cccs1)OCC(=O)c1ccc(Br)cc1,i,17%,2.3%,-1%,-1%,i,-2.2,2%,-5%
O=C(CNC(=O)c1cccc(Cl)c1)Nc1ccc(F)c(F)c1F,i,?,0.1%,-3%,2%,i,-2.7,0%,-9%
